Source: PubChem
MgcRacGAP inhibition – MgcRacGAP GTPase-activating activity inhibitors, confirmation, biochemical, ADP Hunter fluorescence; MgcRacGAP-stimulated Rac1 GTP hydrolysis, ADP Hunter fluorescence; higher % means a stronger effect; GST-tagged Rac1 F28L mutant substrate; inhibition, % at 30 µM, or IC50 in µM where a hit was titrated; actives 0.6% (n = 340,000); AID 624330;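 active = first-screen hits whose inhibition reached a set limit at any dose in the follow-up dose series; inconclusive = inhibition above the set first-screen limit but never retested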;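 note: fluorescence reports GDP produced by GAP-driven GTP hydrolysis; strong numbers were not always called active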
HIV fusion peptide – inhibitors of HIV fusion peptide binding, primary screen, biochemical, uHTS, fluorescence dequenching (AID 1986); cell-free peptide binding, fluorescence dequenching, 30 min; higher % means a stronger effect; one-dose inhibition, % at 20 µM; IC50 in µM for titrated hits; actives 0.3% (n = 290,000); in the data active = inhibition mostly above about 52%, no sharp cut-off; inactive = mostly below about 76%; note: some results filed as inactive read as strong as hits
RSV antiviral HEp-2 – inhibition of RSV-induced cytopathic effect – HEp-2 cells, primary 10 µM value included (AID 2391). HEp-2 cells, RSV-induced CPE inhibition; higher % means a stronger effect. CPE inhibition, % at 10 µM; hits with a dose series show IC50 in µM. actives 0.13% (n = 310,000); in the data active = a potency from the dose series; inconclusive = CPE inhibition mostly from about 23% at the one dose, without a potency; inactive = the rest, 99 in 100 with CPE inhibition below about 21%; note: strong numbers were not always called active
GPR55 LPI antagonism – inhibition of LPI-stimulated GPR55 beta-arrestin translocation – imaging, U2OS, beta-arrestin-GFP, LPI agonist, primary screen (AID 2013). U2OS GPR55 beta-arrestin-GFP translocation imaging, LPI antagonism; higher % means a stronger effect. one-dose inhibition, % at 10 µM; IC50 in µM for titrated hits. actives 0.13% (n = 290,000);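 active = spots per cell inhibited over 60%, with over 100 cells counted and total cytoplasm intensity under 500,000; inconclusive = wells with under 100 cells, flagged as likely toxic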;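 note: U2OS cells stably carrying GPR55 and arrestin-GFP stimulated by 5 µM LPI near EC80; imaged beta-arrestin-GFP aggregate spots per cell after agonist stimulation; plate controls were LPI-stimulated DMSO wells for no effect and DMSO wells without LPI for full effect; some results filed as inactive read as strong as hits; confirmed hits need IC50 under 10 µM and bright autofluorescent wells are also inconclusive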
Large T inhibition – TAg ATPase/helicase activity blockers – biochemical (AID 1903); SV40 large T antigen ATPase/helicase inhibition assay; higher % means a stronger effect; inhibition, % at 20 µM, or IC50 in µM where a hit was titrated; actives 0.39% (n = 310,000); in the data active = a potency from the dose series; inconclusive = inhibition mostly from about 32% at the one dose, without a potency; inactive = the rest, 99 in 100 with inhibition below about 32%; note: strong numbers were not always called active
Dengue-2 NS5 capping – Dengue-2 NS5 methyltransferase inhibitors, primary screen, biochemical, confirmation dose response (AID 588689); Dengue-2 NS5 methyltransferase capping enzyme assay, biochemical; higher % means a stronger effect; one-dose inhibition, % at 25 µM; IC50 in µM for titrated hits; actives 0.3% (n = 340,000); in the data active = a potency from the dose series; inconclusive = inhibition above about 29% without an active follow-up result
UTI89 phage lysis – protection from phage-mediated lysis, alamar blue read-out – E. coli UTI89, K1F phage, bacterial capsule biogenesis inhibitors (AID 488966); E. coli UTI89 K1F phage lysis, alamar blue, 2 h; higher % means a stronger effect; inhibition, % at 100 µM; hits with a dose series show IC50 in µM; actives 0.02% (n = 340,000);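 active = phage lysis inhibition, versus mean bacterial control, above a set limit; inconclusive = no clear call, values can overlap the other calls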;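 note: capsule biogenesis inhibitors block K1F phage lysis so surviving cells raise fluorescence; higher fluorescence means more inhibition of phage lysis; actives were called in the ten point dose series up to 300 µM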
GPR35 antagonists – GPR35 antagonists blocking zaprinast-driven arrestin recruitment, primary screen, imaging, U2OS, beta-arrestin-GFP, zaprinast agonist (AID 2058); U2OS GPR35 beta-arrestin-GFP translocation imaging, zaprinast antagonism; higher % means a stronger effect; inhibition, % at 10 µM; hits with a dose series show IC50 in µM; actives 0.052% (n = 290,000);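 active = inhibition of at least 50% with at least 30 cells and total cytoplasm GFP at most 10,000,000; inconclusive = under 30 cells or total GFP of 10,000,000 plus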
Salmonella PhoP GFP – PhoP-dependent GFP reporter repression – Salmonella Typhimurium, primary screen (AID 1863) | inhibition, % at 50 µM, or IC50 in µM where a hit was titrated | S. Typhimurium PhoP-regulated promoter GFP reporter, 4 h; higher % means a stronger effect | actives 0.16% (n = 300,000);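 active = inhibition over 29.93%, a cutoff 3 SD above the screen mean, later confirmed by dose response; inconclusive = inhibition over 29.93% but no dose response follow-up; inactive = inhibition at most 29.93% or unconfirmed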;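 note: 0% = low Mg2+ inducing control and 100% = high Mg2+ repressing control; strong numbers were not always called active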
Dengue-2 NS5 capping pilot replicate – further read-out of Dengue-2 NS5 capping, marked with its call; inhibition, %; measured here: pilot screen replicate inhibition
An asterisk follows results filed as active; ? = inconclusive; / = not tested or not shown; & = joins results of further samples; [ ] = another dose, or the depositor's remark. Compounds were not picked by outcome; about 1.5% have a hit in one of these screens.

SMILES	MgcRacGAP inhibition	HIV fusion peptide	RSV antiviral HEp-2	GPR55 LPI antagonism	Large T inhibition	Dengue-2 NS5 capping	UTI89 phage lysis	GPR35 antagonists	Salmonella PhoP GFP	others
CN(CC(=O)OCC(=O)NC(=O)c1cccn1C)S(=O)(=O)c1ccc(Cl)cc1	6%	-2.0%	0.4%	4%	3%	1%	0.4%	1%	-7%
CCOC(=O)C1=C(CN2CCN(C(=O)OCC)CC2)NC(=O)NC1c1ccc2c(c1)OCO2 (centres undefined)	-2%	1.5%	2.7%	8%	5%	-9%	-0.1%	-2%	-7%
CCC(=O)CCC(=O)c1ccc2ccccc2c1	11%	0.0%	3.1%	-2%	8%	2%	3.1%	-4%	-3%
O=C(NC(Cc1ccccc1)C(=O)O)/C(=C/c1ccc([N+](=O)[O-])cc1)NC(=O)c1ccco1 (centres undefined)	4%	1.2%	-0.2%	2%	2%	-24%	0.5%	4%	4%
CC(C)NC(=O)c1ccccc1NC(=O)Cc1ccc([N+](=O)[O-])cc1	12%	0.3%	1.6%	8%	3%	0%	0.4%	-4%	-7%
CCOC(=O)c1cn[nH]c1N	7%	0.3%	0.7%	9%	9%	-9%	4.7%	7%	9%
CC(=O)c1cccc(NS(=O)(=O)N2CCOCC2)c1	6%	1.7%	1.7%	3%	9%	0%	0.4%	11%	-3%
CC1CCN(CC(=O)Nc2nn(-c3ccccc3)nc2C(N)=O)CC1	9%	-1.2%	1.2%	0%	-7%	-8%	0.3%	-10%	2%
Cc1nn(-c2ccccc2)c(Cl)c1/C=N/Nc1nnc(C)c(=O)[nH]1	7%	-1.5%	-0.9%	5%	2%	0%	-0.1%	-8%	-2%
Cc1c(NC(=O)CN2C(=O)NC(C)(c3ccc(Cl)cc3)C2=O)c(=O)n(-c2ccccc2)n1C (centres undefined)	16%	/	-1.2%	/	15%	-4%	1.0%[50 µM]	/	11%
Cc1ccnc(SCC(N)=O)n1	5%	-1.1%	1.6%	20%	-1%	-2%	4.0%	16%	3%
COCCn1c(N)c(N(Cc2ccccc2)C(=O)C2CCCC2)c(=O)[nH]c1=O	5%	3.6%	3.9%	-5%	8%	-1%	0.8%	-2%	0%
NCCCS(=O)(=O)O	1%&6%	2.9%	-0.4%&2.1%	-10%	6%&4%	-11%&-8%	-5.0%&2.0%	5%	0%&1%
CC1CCC/C(=N/Nc2nc3ccccc3s2)C1 (centres undefined)	5%	-3.9%	3.3%	-24%	18%	0%	0.4%	-6%	-6%
O=C(Nc1ccccn1)C1CCN(c2ncnc3c2nc2n3CCCCC2)CC1	/	-0.6%	38%	-1%	3%	2%	-0.2%	1%	8%
NC(=O)c1ccc(NC(=O)c2cccc(Oc3ccccc3)c2)cc1	1%	2.7%	8.0%	2%	21%	-7%	0.2%	-5%	4%
O=C(CC(c1ccccc1)c1ccco1)N1CCCCC1 (centres undefined)	3%	-1.3%	-0.1%	15%	7%	-5%	0.3%	-10%	3%
COc1cc(S(=O)(=O)N2CCN(C)CC2)ccc1Cl	3%	1.5%	0.9%	-4%	7%	-2%	0.4%	2%	5%
NC(=O)c1cccc(CC(=O)c2ccccc2)c1	3%	0.3%	2.1%	17%	25%	-2%	0.5%	3%	-2%
O=C(CSc1nc2ccccc2[nH]1)Nc1cccc(S(=O)(=O)N2CCOCC2)c1	-3%	-1.2%	14%	13%	4%	-2%	0.8%	-6%	-4%
COc1ccc(N2CCN(S(=O)(=O)CCNC(=O)Cc3ccc([N+](=O)[O-])cc3)CC2)cc1	7%	-2.7%	3.1%	-6%	4%	-5%	3.1%	-4%	-1%
COC(=O)Cc1ccc(NC(=S)N2CCCC(C)C2)cc1 (centres undefined)	5%	-1.1%	-0.1%	3%	5%	-3%	0.4%	8%	-8%
O=C(Nc1cccc(C(=O)N2CCOCC2)c1)c1ccccc1	14%	1.0%	1.7%	23%	6%	-5%	0.5%	1%	4%
COc1ccc(CCNc2nnc(Sc3nnnn3-c3ccccc3)s2)cc1OC	3%	2.7%	18%	-8%	7%	0%	-0.1%	-2%	-12%
COc1cccc(C(=O)/C=C2\Sc3ccccc3N2C)c1	4%	-1.8%	13%	14%	12%	8%	-1.7%	-6%	-7%
COc1ccccc1CNC(=O)CCS(=O)(=O)c1ccc2c(c1)CC(C)N2C(=O)C1CC1 (centres undefined)	8%	1.3%	0.7%	-4%	9%	-17%	0.1%	2%	-7%
CCOc1cc(/C=N/NC(=O)Cc2ccc(C(F)(F)F)cc2[N+](=O)[O-])ccc1O	1%	-1.8%	2.7%	-3%	4%	2%	0.2%	4%	0%
Cc1cc(OCC(=O)NNC(=S)NC(=O)c2ccc(Br)o2)ccc1Cl	15%	33%	1.9%	11%	29%	-3%	0.1%	0%	-1%
O=C(Nc1ccc(CN2CCOCC2)cc1)c1ccc(-c2cc(Cl)ccc2Cl)o1	6%	5.1%	38%	7%	2%	-7%	-0.6%	12%	-6%
COc1ccc(C(=O)NCCNC(C)=O)cc1S(=O)(=O)NCc1ccc(Cl)cc1	6%	-0.4%	3.2%	-3%	-1%	-5%	0.1%	4%	-10%	Dengue-2 NS5 capping pilot replicate=-3.3
CCc1ccc(N=c2c([N+](=O)[O-])nn(-c3ccc4c(c3)OCCO4)n2O)cc1	9%	-2.6%	2.0%	-9%	1%	7%	0.3%	-2%	1%
CCOC(=O)N1CCN(S(=O)(=O)c2ccc(C(=O)Nc3sc4c(c3C(N)=O)CC(C)(C)NC4(C)C)cc2)CC1	6%	-0.8%	-1.3%	-3%	13%	2%	0.1%	0%	5%
Cc1[nH]nc2c1/C(=N\O)CC(C)(C)C2	12%	-0.1%	0.3%	-6%	5%	-8%	-0.1%	-7%	13%
O=C(Nc1ccccc1Cl)c1ccccc1Cc1ccccc1	3%	2.2%	4.7%	7%	5%	1%	0.4%[50 µM]	8%	-29%
CCOC(=O)Cc1csc(SCC(=O)Nc2oc(C)c3c(C)n[nH]c(=O)c23)n1	4%	/	2.4%	/	/	-9%	0.6%[50 µM]	/	/
CC(OC(=O)CCCN=C1NS(=O)(=O)c2ccccc21)C(=O)Nc1ccc(F)c(F)c1F (centres undefined)	-2%	/	-1.8%	/	12%	5%	0.3%[50 µM]	/	5%
COc1ccccc1N1CCN(C2CCCN(Cc3c(F)cccc3F)C2)CC1 (centres undefined)	-3%	-0.2%	-0.6%	13%	4%	-11%	-0.5%	-1%	1%
Cc1ccccc1OCC(O)Cn1c(=N)n(CCN2CCOCC2)c2ccccc21 (centres undefined)	3%&16%	-2.2%&2.3%	-1.3%&-0.4%	7%&0%	7%&1%	2%&-5%	0.6%&-0.2%	-6%&1%	-1%&-5%
COc1ccc2oc(=O)c(C(=O)N3CCCC3)cc2c1	7%	-0.9%	2.1%	-1%	5%	-2%	0.2%	6%	-6%
COc1cccc(C2=NOC(C(=O)Nc3c(C)n(C)n(-c4ccccc4)c3=O)C2)c1 (centres undefined)	2%	-1.4%	0.9%	-6%	-2%	0%	0.1%	-3%	-4%
COc1ccccc1/C=C(/C(=O)OCC(N)=O)c1ccccc1	1%	0.8%	0.3%	-11%	1%	-7%	-0.1%	-22%	-5%
Cc1cc2c3c(ccc(C)c3n1)N=CN2c1ccccc1	5%	-0.6%	20%	?	-4%	-5%	-0.2%	-12%	11%
COc1cccc(C2C(C#N)=C(N)Oc3cc(C)n(Cc4ccco4)c(=O)c32)c1 (centres undefined)	13%	-1.0%	1.7%	12%	13%	0%	0.6%	12%	5%
Cc1cccc(NC(=O)C2C(c3ccccc3)C2(Cl)Cl)c1 (centres undefined)	4%	2.4%	18%	14%	-2%	-1%	-0.1%	16%	3%
COCCN(C(=S)Nc1c(C)cc(C)cc1C)C(C)c1cccnc1 (centres undefined)	?	1.1%	1.9%	2%	7%	-4%	6.5%	6%	-10%
CCOP(=O)(OCC)/C(C#N)=C/c1ccc([N+](=O)[O-])cc1	18%	0.4%	0.7%	3%	16%	-21%	0.6%	-6%	2%
CCn1nnnc1SCC(=O)N1c2ccccc2CCc2ccccc21	5%	-1.1%	-0.2%	13%	-5%	-5%	4.2%	11%	10%
CC(=O)c1cnc2cc(-c3cccc(Br)c3)nn2c1C	2%	0.6%	21%	5%	-3%	-7%	0.8%	-7%	2%
O=C(Nc1ccc(F)c([N+](=O)[O-])c1)c1ccc2c(c1)OCCO2	10%	0.1%	?	-10%	10%	-3%	0.1%	-11%	-5%
Cc1cc(OCC(=O)NC2CCCCC2)ccc1Cl	-2%	-1.5%	1.4%	2%	19%	0%	7.5%	-11%	1%
COc1ccc(CCNC(=O)CSc2nnc3ccc(-c4cccnc4)nn23)cc1OC	10%	0.2%	0.2%	1%	1%	5%	0.3%	2%	6%
CC(NC(=O)Cc1ccc(NC2=NC3CS(=O)(=O)CC3S2)cc1)c1ccccc1 (centres undefined)	2%	-1.3%	1.2%	-13%	2%	-1%	-1.9%	-8%	/
CCN(CC)C(=O)C1CCCN(C(=O)Nc2ccc3nsnc3c2)C1 (centres undefined)	10%	-2.9%	1.7%	-5%	0%	0%	4.5%	-21%	14%
Cc1cccc(C2(c3cccc(C)c3)OC(=O)c3ccccc32)c1	-2%	-1.6%	14%	10%	1%	?	0.0%	-2%	10%
COc1ccc(OC)c(CC(NC(C)=O)C(=O)NC2CCN(c3cc(C)nc4ncnn34)CC2)c1 (centres undefined)	/	0.0%	-0.7%	5%	-3%	/	/	-1%	-6%
NC1=NC(=O)/C(=C/c2cccs2)S1	5%	-0.7%	1.8%	-13%	4%	-6%	-1.7%	17%	-7%
COc1cccc(C(=O)n2c(SC)nc3cc4c(cc32)OCCO4)c1	6%	-2.9%	1.5%	11%	6%	-4%	3.2%	3%	4%
Cc1[nH][nH]c(=O)c1C(c1ccc(O)c(Br)c1)c1c(C)[nH][nH]c1=O	13%	-1.7%	-0.3%	0%	30%	-10%	0.4%	8%	9%
